D2 potentiator: positively modulates the human D2 dopamine receptor allosterically. HEK293 T-REx D2, calcium flux, EC20 dopamine potentiation. P14416. actives 0.34% (n = 340,000). potentiation, % at 10 µM;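 active = potentiation over 3 SD above the plate norm, cut at about 30% in these data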; also: 0% is about no effect
Target sequence (P14416 whole entry, looked up): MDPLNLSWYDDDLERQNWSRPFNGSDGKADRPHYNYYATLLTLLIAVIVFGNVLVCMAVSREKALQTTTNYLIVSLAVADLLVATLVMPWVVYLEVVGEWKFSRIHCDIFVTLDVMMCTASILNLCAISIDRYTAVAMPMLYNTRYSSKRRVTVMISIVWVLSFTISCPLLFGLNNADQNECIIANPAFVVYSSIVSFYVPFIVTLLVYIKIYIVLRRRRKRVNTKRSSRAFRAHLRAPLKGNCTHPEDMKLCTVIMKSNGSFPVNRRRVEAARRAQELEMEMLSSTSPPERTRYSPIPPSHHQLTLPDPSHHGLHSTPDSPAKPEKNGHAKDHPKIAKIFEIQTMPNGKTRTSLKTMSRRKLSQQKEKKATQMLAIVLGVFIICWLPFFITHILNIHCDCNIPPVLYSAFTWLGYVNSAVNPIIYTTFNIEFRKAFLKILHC
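Potentiation of an EC20 dopamine calcium response measured kinetically over 180 s, after a preceding 180 s compound-only read flagging agonists. Cells: inducible Hek293 Trex D2 line, 4000/well, cultured overnight at 30 C before dye loading.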
D2 antagonist: D2 dopamine receptor (human) antagonism | HEK293 TREx D2 cells, calcium flux, dopamine EC80 | inhibition, % at 10 µM | actives 2% (n = 340,000); in the data active = inhibition above about 30%; also: 0% is about no effect
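Tetracycline-induced HEK293 TREx cells expressing D2 receptor forced-coupled to calcium signalling, loaded with no-wash calcium dye. Compounds added and calcium flux read 180 s, then dopamine added at EC80 and read a further 180 s.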
RXFP1 antagonist: antagonists of human relaxin receptor RXFP1. AID 1259400. actives 0.59% (n = 350,000). activity change, negative = inhibition, % at 57.5 µM. HEK293-RXFP1, relaxin-stimulated cAMP HTRF, 30 min; hits give low values. Q9HBX9;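 active = activity change of -60% or lower, but not beyond a set lower limit; inconclusive = change between -60% and -40%, or beyond the set limit; inactive = change above -40%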; also: % is scaled to controls: 0 for no effect and ±100 for the full control effect
D1 potentiator: potentiators of human D1 dopamine receptor. P21728. potentiation, % at 10 µM. HEK293 TREx D1 cells, calcium flux, dopamine EC20 potentiation. actives 0.036% (n = 360,000); in the data active = potentiation above about 30%; also: 0% is about no effect
RXFP1 ag: agonists of human relaxin receptor RXFP1; AID 2676; Potency, µM (highest dose often 57.5 µM), inactives show at the top dose activation, usual class: activators; HEK293T-RXFP1 cAMP TR-FRET, 30 min; response scale: percent of porcine relaxin response, buffer zero; Q9HBX9; actives 0.3% (n = 370,000); active = well fitted activation curve with a large enough effect; inconclusive = small, poorly fitted or top-dose-only effect; also: potency is read from the fitted curve at half-maximal effect; % is scaled to controls: 0 for no effect and ±100 for the full control effect; nearly all actives have a fitted effect of over 60% in size; many of its hits are not listed in these tables
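cAMP rise read by TR-FRET after 30 min, 37C compound exposure (up to 58 uM) in RXFP1-transfected HEK293 cells with Ro 20174 present. EC50 from Hill-equation fits, with 29 nM porcine relaxin as 100% and buffer as basal.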
D1 ag: human D1 receptor agonism; P21728; HEK293 T-REx D1 cells, calcium flux, agonist mode; activation, % at 2 µM; actives 1% (n = 360,000); AID 504660; in the data active = activation above about 30%; also: 0% is about no effect
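Inducible HEK293 T-REx D1 cells, force-coupled to calcium signalling, were plated at 4000 cells/well with tetracycline and held overnight at 30 C. After no-wash calcium dye loading, compound-evoked calcium rise over 180 s flagged agonists.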
TRHR PAM: TRH receptor (human) allosteric enhancement. TRHR cells, fluo-8 calcium fluorescence, EC20 TRH enhancement. enhancement, % at 2 µM. P34981. actives 0.66% (n = 360,000); in the data active = enhancement above about 30%; also: 0% is about no effect
Target sequence (P34981 whole entry, looked up): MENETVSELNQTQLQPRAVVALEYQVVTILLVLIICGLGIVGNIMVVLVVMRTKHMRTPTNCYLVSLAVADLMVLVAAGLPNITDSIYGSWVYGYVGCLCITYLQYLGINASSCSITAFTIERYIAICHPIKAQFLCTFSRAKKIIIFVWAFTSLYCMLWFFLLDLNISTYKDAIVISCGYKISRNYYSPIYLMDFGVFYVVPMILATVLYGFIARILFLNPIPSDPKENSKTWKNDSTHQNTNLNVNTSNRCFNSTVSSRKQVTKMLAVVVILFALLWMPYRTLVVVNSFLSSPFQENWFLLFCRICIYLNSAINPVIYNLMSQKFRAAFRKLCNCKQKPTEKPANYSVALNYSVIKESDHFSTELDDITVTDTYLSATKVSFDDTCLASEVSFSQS
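TRHR-expressing cells loaded with fluo-8 calcium dye were read kinetically (ex 480/em 530) during compound addition, then stimulated with an EC20 of TRH (10 nM final). Enhancement of the Gq-mediated intracellular calcium response was scored.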
D1 antag: antagonists of human D1 dopamine receptor; P21728; HEK293 TREx D1 cells, calcium flux, dopamine EC80; hits give low values; activity change, negative = inhibition, % at 10 µM; actives 3.2% (n = 360,000); AID 504652; in the data active = activity change below about -30%; also: % is scaled to controls: 0 for no effect and ±100 for the full control effect
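Cells carrying a force-coupled, tetracycline-inducible human D1 receptor report calcium flux. Each well gets a 10 s baseline, compound with 180 s monitoring, then an EC80 dopamine stimulus with a second 180 s kinetic read.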
D2 ag: D2 dopamine receptor (human) agonism; P14416; HEK293 T-REx D2 cells, calcium flux agonist mode; activation, % at 2 µM; actives 0.53% (n = 340,000);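 active = activation over 3 SD above normal in the single-dose calcium agonist read, cut at about 30% in these data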; also: 0% is about no effect
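Tetracycline-induced HEK293 Trex cells with D2 receptor force-coupled to calcium signaling, plated overnight at 30 C and loaded with no-wash calcium dye. Calcium flux read kinetically for 180 s after compound addition; responses flag agonists.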
* = called active by the depositor; ? = inconclusive; nt = no result given. Some of the compounds tested; the hit share may differ from the screen's.

no.	mol	RXFP1 antagonist	RXFP1 ag	D1 ag	D2 ag	D1 potentiator	D1 antag	D2 potentiator	TRHR PAM	D2 antagonist
1	CC(C)C[C@@]12C(=O)N(c3cccc(F)c3)C(=O)N1[C@H](c1ccc(Br)cc1)[C@@H]1C(=O)N(C(C)(C)C)C(=O)[C@@H]12	nt	0.1%	1	0.9	3	6	5	-4	6
2	O=C(C[n+]1cc(-c2ccc(F)cc2)n2c1CCC2)OCc1ccccc1	4	2.1%	2	0.2	-2	-4	4	3	10
3	Cc1cccc(NC(=O)CSc2nnc(-c3cc(C)n(-c4ccccc4)c3C)o2)c1C	5	1.4%	0	-0.1	-8	-22	-8	-1	-3
4	CCOC(=O)C(NCc1ccccc1OC)(NC(=O)c1ccccc1)C(F)(F)F (stereo not drawn)	12	4.3%	0	-0.7	-4	-4	20	7	5
5	O=C(Oc1ccccc1OC(=O)N1CCOCC1)N1CCOCC1	4	0.7%	2	0.6	-6	4	10	9	7
6	COc1cccc(Nc2ncccc2C(=O)NCc2ccccc2)c1	-8	-0.1%	12	0.9	-2	9	21	11	3
7	C[C@H](NC(=O)OC(C)(C)C)c1nnc(SCC(=O)Nc2ccc(Br)cc2)o1	15	2.0%	11	-0.5	0	-6	5	-8	5
8	COc1ccc(NC(C)=O)cc1NC(=O)C1CCCN1C(=O)c1cccs1 (stereo not drawn)	-7	3.0%	2	0.1	0	1	-3	-1	4
9	Fc1ccc2ncc3c(-c4ccccc4)n[nH]c3c2c1	-8	1.9%	-1	1.4	1	-4	0	0	nt
10	O=C(c1c(F)cccc1Cl)N1CCN(c2ccccn2)CC1	-6	1.1%	1	0.0	-9	-4	-3	-5	24
11	Cc1cccc(C)c1NC(=O)CSc1nnc(-c2ccco2)c(-c2ccco2)n1	-68*	0.0%	-1	0.6	0	-18	2	-11	-17
12	CCO[C@@H]1OC(C(=O)N2CCN(Cc3ccccc3)CC2)=C[C@H](c2cn(C(C)=O)c3ccccc23)[C@H]1CCCO	nt	-0.8%	5	2.5	-4	2	14	1	-10
13	O=C(Cn1cnc2sc3c(c2c1=O)CCCC3)NCC(=O)Nc1ccc(F)cc1F	2	15%	2	-1.7	4	8	-2	-2	-15
14	CCCCOc1ccc(S(=O)(=O)Nc2cccc(-c3ccc(N4CCOCC4)nn3)c2)cc1	-17	1.6%	0	nt	-1	-20	11	10	nt
15	c1ccn2cc(-c3ccc4c(c3)OCO4)cc2c1	-20	-4.3%	3	0.7	-1	3	0	-9	2
16	O=C(Nc1cccc(C(=O)O)c1)/C(=C\c1ccccc1Cl)NC(=O)c1ccco1	-6	7.0%	1	0.8	-6	-5	-1	1	6
17	CN(C)S(=O)(=O)c1cccc(NC(=S)N/N=C/C(=O)c2ccccc2)c1	-13	-1.8%	2	-1.1	-4	7	12	10	6
18	COc1cccc(CN2CCCN(Cc3ccc(F)cc3)S2(=O)=O)c1	-24	0.1%	12	-0.5	-4	-3	6	18	nt
19	Cc1ccc(SC[C@H](Cc2ccccc2)N2CCN(C)CCC2=O)cc1	nt	-1.5%	5	0.4	2	-24	1	-26	0
20	Cc1ccc(C)c(NC(=O)C2CCCN2S(=O)(=O)c2ccc3c(c2)CCCC(=O)N3)c1 (stereo not drawn)	nt	0.3%	1	-0.3	-1	1	-8	2	nt
21	Cc1csc(-c2cnn(-c3ccccc3)c2NC(=O)c2ccccc2)n1	-2	0.6%	0	6.3	-8	-19	-7	-15	-2
22	Cc1onc(-c2ccccc2)c1-c1csc(N/N=C/c2ccccc2)n1	?	0.1%	3	0.6	-6	-29	-2	-6	10
23	N#CC(C#N)=C(Nc1ccc(F)cc1)SCc1cccc(Br)c1	-26	2.0%	30	14	-10	-42*	-4	-5	-1
24	COc1ccc(-c2cc(C(=O)N3CCOCC3)no2)cc1	15	-0.9%	2	-0.6	-5	-8	-15	2	35*
25	O=C(Oc1c(-c2ccco2)oc2ccccc2c1=O)c1cccnc1	-29	1.4%	9	3.6	1	3	5	1	-31
26	COc1ccc(Cn2c(=O)[nH]c3cc(C(=O)N4CCN(Cc5ccccc5)CC4)ccc3c2=O)cc1	4	-1.5%	4	2.7	-4	-12	-1	-1	-13
27	Cc1cc(C)c(NC(=S)NC(NC(=O)c2ccccc2)C(Cl)(Cl)Cl)c(C)c1 (stereo not drawn)	-17	2.3%	0	1.4	-9	-5	4	-1	3
28	COc1ccc(N/C(=N\c2nc(C)cc(C)n2)NC(=O)C(C)C)cc1OC	4	2.7%	-2	nt	5	2	nt	4	nt
29	COc1ccc(CNC(=O)c2cc3c(=O)n(C)c4ccccc4c3n2C)cc1	nt	?	0	0.2	0	-16	11	-2	nt
30	CCOC(=O)C1=C(C)NC(=S)N(C(C)=O)C1c1ccc(OC)c(OC)c1 (stereo not drawn)	7	-0.2%	3	-0.3	-5	15	7	-2	6
31	Cc1ccc(-c2nnc(SCC(=O)CC(=O)Nc3ccccc3)n2-c2ccccc2)cc1	-37	-2.7%	2	0.3	-2	5	9	2	2
32	CC(C)(C)c1csc(NC(=O)CSC2=NCCS2)n1	-32	-0.8%	6	0.8	-6	-12	11	-7	19
33	CCOc1ccc(NC(=O)Cc2ccc(NC3=NC4CS(=O)(=O)CC4S3)cc2)cc1 (stereo not drawn)	1	2.2%	2	nt	-6	-6	-1	5	nt
34	O=C(Nc1ccc(Br)cc1)c1cccc2c1C(=O)N(C1CCCCC1)C2	-6	0.0%	4	0.6	1	-7	8	1	-6
35	O=C(O)c1cccc(Nc2ccc3nonc3c2[N+](=O)[O-])c1	-10	9.8%	6	0.2	-1	23	-5	1	-2
36	CCCCOC(=O)c1ccc(NC(=O)c2sc3nc(C)cc(C)c3c2N)cc1	3	?	-1	-1.1	0	-5	-4	11	nt

7 compounds from above with just D1 antag, RXFP1 ag and D2 antagonist:
No. | molecule | D1 antag | RXFP1 ag | D2 antagonist
25 | O=C(Oc1c(-c2ccco2)oc2ccccc2c1=O)c1cccnc1 | 3 | 1.4% | -31
33 | CCOc1ccc(NC(=O)Cc2ccc(NC3=NC4CS(=O)(=O)CC4S3)cc2)cc1 (stereo not drawn) | -6 | 2.2% | nt
29 | COc1ccc(CNC(=O)c2cc3c(=O)n(C)c4ccccc4c3n2C)cc1 | -16 | ? | nt
27 | Cc1cc(C)c(NC(=S)NC(NC(=O)c2ccccc2)C(Cl)(Cl)Cl)c(C)c1 (stereo not drawn) | -5 | 2.3% | 3
32 | CC(C)(C)c1csc(NC(=O)CSC2=NCCS2)n1 | -12 | -0.8% | 19
36 | CCCCOC(=O)c1ccc(NC(=O)c2sc3nc(C)cc(C)c3c2N)cc1 | -5 | ? | nt
31 | Cc1ccc(-c2nnc(SCC(=O)CC(=O)Nc3ccccc3)n2-c2ccccc2)cc1 | 5 | -2.7% | 2

New compounds follow:
no.	mol	RXFP1 antagonist	RXFP1 ag	D1 ag	D2 ag	D1 potentiator	D1 antag	D2 potentiator	TRHR PAM	D2 antagonist
37	CCn1c(SCC(=O)Nc2nonc2C)nnc1-c1ccoc1C	-3	2.9%	1	0.2	0	3	-7	-5	3
38	COC(=O)N/N=C/c1cc(N=Nc2ccccc2)ccc1O	-26	-1.0%	5	-1.1	-6	-34*	-7	-7	-4
39	O=C(OCC(=O)N1CCOCC1)c1ccccc1SCC(=O)N1CCCC1	-7	0.9%	2	0.7	-7	-1	-1	2	-15
40	O=C(c1ccccc1[N+](=O)[O-])n1cnc2ccccc21	-1	1.6%	0	0.8	4	4	1	-2	2
41	COCCn1c(Cc2ccccc2)nnc1SCc1ccc([N+](=O)[O-])cc1	-4	1.4%	2	-0.6	-3	1	-9	-8	2
42	COc1ccccc1C(=O)NCC(=O)N/N=C/c1cc(Br)ccc1OC(=O)/C=C\c1ccco1	-16	0.2%	5	-0.1	1	-1	-1	-8	6
43	O=c1[nH]c2cc3c(cc2cc1CN(CCCO)Cc1nnnn1Cc1ccc(F)cc1)OCO3	0	5.6%	0	-0.2	2	5	-6	-3	1
44	O=C(c1cn(-c2ccccc2)nc1-c1ccccc1)N1CCOCC1	2	-0.6%	1	0.0	-5	0	-5	-2	-2
45	CS(=O)(=O)N(CC(=O)N1CCN(Cc2ccccc2)CC1)C1CCCCC1	-12	-1.1%	3	0.0	-1	5	0	-1	13
46	O=C(O)c1ccc(NS(=O)(=O)c2cccc(C(=O)Nc3cccc(C(=O)O)c3)c2)cc1	10	3.3%	5	-0.4	1	1	4	-2	-1
47	Cc1ccc2[nH]c3c(c2c1)CN(C(=O)CN1CCN(Cc2ccc4c(c2)OCO4)CC1)CC3	-14	0.2%	42*	26	-5	-35*	-14	0	-11
48	Cc1cc(C)c(C)c(S(=O)(=O)N(C)C2CCN(C)CC2)c1C	-23	-0.9%	15	-0.7	-5	-1	7	5	0

Shown with two lines to a compound: entries from further up.
Each structure is followed by: RXFP1 antagonist | RXFP1 ag | D1 ag | D2 ag | D1 potentiator | D1 antag | D2 potentiator | TRHR PAM | D2 antagonist
[46] O=C(O)c1ccc(NS(=O)(=O)c2cccc(C(=O)Nc3cccc(C(=O)O)c3)c2)cc1
→ 10 | 3.3% | 5 | -0.4 | 1 | 1 | 4 | -2 | -1
[42] COc1ccccc1C(=O)NCC(=O)N/N=C/c1cc(Br)ccc1OC(=O)/C=C\c1ccco1
→ -16 | 0.2% | 5 | -0.1 | 1 | -1 | -1 | -8 | 6

Bioassay records deposited in PubChem BioAssay by National Center for Advancing Translational Sciences (NCATS).
